PI4K2A block = inhibitors of human PI4K2A. AID 1346378. 0.13% of 420,000 active. purified PI4K2A, ADP-Glo luminescence, 1 h; active compounds read low. activity change, negative = inhibition, % at 76.9 µM; in the data active = activity change below about -50%; inconclusive = mostly about -30% to -49%;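 note: -100% = wells without enzyme as full effect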
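Compounds are screened against recombinant PI4K2A using PI as substrate and ATP, the latter dispensed at 300 microM. Reactions run one hour at ambient temperature before ADP-Glo detection; full inhibition defined by wells lacking enzyme.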
GLS inhibitor = glutaminase GLS (human) inhibition; AID 624170; O94925; Potency, µM (doses to about 45.5 µM), inactives show top-dose activity change, negative = inhibition, actives largely listed as inhibitors; 0.21% of 410,000 active; GLS enzymatic activity, qHTS titration; note: potency is the fitted concentration of half-maximal effect; % is set by controls: 0 for no effect and ±100 for the full control effect
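Enzyme dispensed in phosphate buffer (45 mM, pH 8.2, 0.02% Tween-20), compounds pinned in, then 1 mM L-glutamine solution and the glutamate oxidase–HRP–Amplex Red mix added; fluorescence read immediately and again after 30 min at room temperature.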
Pin1 inh = human Pin1 inhibition; Q13526; Pin1 FP peptide displacement, HiFluor488, 10 min; Potency, µM (highest dose often 115 µM), inactives show top-dose activity, negative = inhibition, actives largely listed as inhibitors; 0.009% of 390,000 active; AID 504891; active = well fitted inhibition curve with a large enough effect in the polarisation, with a control signal flat, not every such curve was filed as active; inconclusive = small, poorly fitted or top-dose-only effect, or effect the other way, or a change in a side signal; inactive = no such curve, though single readings can be large or run the other way; the % refers to the polarisation; note: potency is the fitted concentration of half-maximal effect; % is set by controls: 0 for no effect and ±100 for the full control effect
Pol eta inh = blocks human DNA polymerase eta activity. Potency, µM (highest dose often 114 µM), for inactives: at the highest dose activity change, negative = inhibition, most hits filed as inhibitors. recombinant Pol eta, fluorescent DNA replication assay. 1.2% of 390,000 active. Q9Y253; note: potency is the fitted concentration of half-maximal effect; % is set by controls: 0 for no effect and ±100 for the full control effect
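Pol eta (10 nM) was preincubated with compounds for 15 min at room temperature, after which fluorescent replication substrate (50 nM final) was added to start the reaction. Fluorescence was read kinetically at 0 and 10 min.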
G9a inh = G9a (human) methyltransferase inhibition. Q96KQ7. G9a H3K9 monomethylation, AlphaScreen, 2 h. Potency, µM (series often up to 102 µM), for inactives: at the top dose activity, negative = inhibition, usual class: inhibitors. 8.8% of 350,000 active. AID 504332; note: potency is the fitted concentration of half-maximal effect; % is set by controls: 0 for no effect and ±100 for the full control effect; nearly all actives have a fitted effect of over 75% in size
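Chemiluminescent proximity detection of H3K9 monomethylation, read after 10 min bead incubation in the dark. Reaction: 20 nM G9a, 500 nM biotin-H3K9 peptide, 20 uM SAM cofactor, 2 h, room temperature, following 15 min enzyme-compound preincubation.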
PGK inhibitor = inhibitors of T. brucei phosphoglycerate kinase. AID 602233. Potency, µM (titrated, usually from 57.5 µM), inactives show top-dose activity change, negative = inhibition, usual class: inhibitors. P07378. 0.043% of 380,000 active. PGK/GAPDH coupled, Kinase-Glo luminescence, 60 min; note: potency is the fitted concentration of half-maximal effect; % is set by controls: 0 for no effect and ±100 for the full control effect; nearly all actives have a fitted effect of over 60% in size
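Recombinant glycosomal PGK reaction used 1,3-bisphosphoglycerate generated in-well by GAPDH (100nM final) in 100mM TEA pH 7.6, 5mM MgCl2, 0.01% Tween-20. After 60 minutes at room temperature, ATP was read by Kinase-Glo Plus luminescence end-point.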
JMJD2A Tudor inh = inhibitors of human JMJD2A Tudor domain; O75164; AlphaScreen JMJD2A-Tudor / H3K4me3 peptide binding; Potency, µM (highest dose often 114 µM), inactives show top-dose activity change, negative = inhibition, actives largely listed as inhibitors; 4.4% of 390,000 active; note: potency is the fitted concentration of half-maximal effect; % is set by controls: 0 for no effect and ±100 for the full control effect; nearly all actives have a fitted effect of over 50% in size
BAZ2B inh = blocks human BAZ2B; Potency, µM (titrated, usually from 114 µM), without a hit: at the highest dose activity change, negative = inhibition, actives largely listed as inhibitors; 4.4% of 360,000 active; AlphaScreen BAZ2B-H3K14Ac peptide displacement; Q9UIF8; AID 504333; note: potency is the fitted concentration of half-maximal effect; % is set by controls: 0 for no effect and ±100 for the full control effect; nearly all actives have a fitted effect of over 60% in size
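BAZ2B 50 nM plus b-H3(5-23)K14Ac 50 nM, PBS pH 7.4/0.01% Tween-20, 30 min RT; compound added (max 110 uM), 30 min RT; streptavidin donor/Ni-chelate acceptor beads 10 ug/mL final, 20 min dark; AlphaScreen read.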
HP1b binding inh = blocks HP1-beta chromodomain binding to methylated histone tails. Potency, µM (titrated, usually from 114 µM), for inactives: at the top dose activity change, negative = inhibition, most hits filed as inhibitors. AlphaScreen HP1-beta / biotin-H3K9me3 peptide binding. P83916. 0.56% of 390,000 active; note: potency is the fitted concentration of half-maximal effect; nearly all actives have a fitted effect of over 70% in size; inactives centre near 23
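Compound inhibition of the preformed complex between 50 nM HP1-beta and 50 nM biotinylated H3K9me3 peptide was read by AlphaScreen. Buffer was PBS pH 7.4 with 0.01% Tween-20. Incubations ran 30 min at room temperature, with 10 ug/mL donor/acceptor beads.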
Active calls of the source: *; i = inactive; ? = inconclusive; . = no result given; & = joins results of further samples; [ ] = another dose, or the depositor's remark. Unless noted, calls come from the whole dose curve; as a rule, active = well fitted curve in the direction sought with a large enough effect; inconclusive = small, poorly fitted or top-dose-only effect, or another doubt; inactive = no such curve, though single readings can be large; an effect the other way counts as inactive or inconclusive.

SMILES	PI4K2A block	GLS inhibitor	Pin1 inh	Pol eta inh	G9a inh	PGK inhibitor	JMJD2A Tudor inh	BAZ2B inh	HP1b binding inh
O=c1[nH]c(O)c(C=NC2CCCCC2)c(=O)[nH]1	3	-5%	-11%	-16%	-6%	6%	-3%	3%	18%
O=C(NC1(C(F)(F)F)Oc2ccc(Cl)cc2O1)N1CCC2(CC1)OCCO2 (stereo not drawn)	-1	?	-4%	-14%	?	6%	32µM*	79µM*	-5%
Cc1cc(C(=O)N2CCC3(CC2)OCCO3)cs1	3	5%	-1%	3%	0%[59 µM]	i	-18%	-2%	12%
CCOc1ccc(C2C(C#N)=C(N)Oc3c2c(=O)oc2ccccc32)cc1 (stereo not drawn)	5	-5%	5%	-4%	7%[59 µM]	i	-1%	-31%	25%
N#CC1=C(N)Oc2cc(O)ccc2C1c1ccc2c(c1)OCO2 (stereo not drawn)	-4	11%	-2%	5%	-21%	2%	-11%	-33%	23%
Cc1ccc(S(=O)(=O)NC(Cc2cnc[nH]2)C(=O)O)cc1 (stereo not drawn)	1	11%	2%	-14%	?	-3%	13µM*	-25%	12%
CCC(C)n1c(O)c(C=NC(C)c2ccccc2)c(=O)[nH]c1=S (stereo not drawn)	-1	1%	4%	-4%	.	0%	?	-22%	9%
COc1cccc(N2C(=O)NC(=O)/C(=C\c3ccc([N+](=O)[O-])s3)C2=O)c1	-17	0%	?	18µM*	7.9µM*	-20%	35µM*	32µM*	32µM*
CC/C(=N\N1CCCCCC1)c1c(O)n(-c2ccc(C)cc2)c(=O)[nH]c1=O	2	22%	0%	-18%	10%[59 µM]	-9%	-16%	2%	20%
CCCCCCC(C)(C)c1ccc([C@@H]2C[C@H](O)CC[C@H]2CCCO)c(O)c1	-1&-4	7%	-16%	?	-5%[59 µM]	2%	?	-10%	2%
CCOC(=O)c1ccc(NC(=O)Nc2cc3c(cc2N2CCCCC2)n(CC)c(=O)n3CC)cc1	-3	16%	8%	-14%	?	-6%	-28%	-34%	5%
C=CCN1C(=O)NC(=O)/C(=C\c2ccc(-c3ccccc3[N+](=O)[O-])o2)C1=O	-19	18µM*	-3%	?	22µM*	-1%	?	79µM*	5%
Cc1cc(OCC(=O)N2CCC(C(=O)O)(c3ccccc3)CC2)c2c(C)c(C)c(=O)oc2c1	-7	2%	-9%	-3%	5%[12.7 µM]	-8%	-13%	-22%	19%
COc1cc2c(cc1O)CC1c3c(cc(O)c(OC)c3-2)CCN1C (stereo not drawn)	-5	16%	?	?	-20%	1%	-26%	?	10%
Nc1c(C(=O)Nc2ccc(Cl)c(C(F)(F)F)c2)sc2nc3c(cc12)N1CCC3CC1	1	1%	0%	-8%	4%[59 µM]	-1%	15%	10%	40%[activator]

Continued; the last four above are carried over.
SMILES	PI4K2A block	GLS inhibitor	Pin1 inh	Pol eta inh	G9a inh	PGK inhibitor	JMJD2A Tudor inh	BAZ2B inh	HP1b binding inh
C=CCN1C(=O)NC(=O)/C(=C\c2ccc(-c3ccccc3[N+](=O)[O-])o2)C1=O	-19	18µM*	-3%	?	22µM*	-1%	?	79µM*	5%
Cc1cc(OCC(=O)N2CCC(C(=O)O)(c3ccccc3)CC2)c2c(C)c(C)c(=O)oc2c1	-7	2%	-9%	-3%	5%[12.7 µM]	-8%	-13%	-22%	19%
COc1cc2c(cc1O)CC1c3c(cc(O)c(OC)c3-2)CCN1C (stereo not drawn)	-5	16%	?	?	-20%	1%	-26%	?	10%
Nc1c(C(=O)Nc2ccc(Cl)c(C(F)(F)F)c2)sc2nc3c(cc12)N1CCC3CC1	1	1%	0%	-8%	4%[59 µM]	-1%	15%	10%	40%[activator]
Cc1c(Cl)cccc1NC(=O)CN1C(=O)C(C)N=C(c2ccccc2)c2ccccc21 (stereo not drawn)	1	-6%	-1%	-15%	2%[59 µM]	-4%	-8%	.	31%
CCC1(NS(=O)(=O)c2ccc(N)cc2)C(=O)N(C)C(=O)N(C)C1=O	2	9%	-1%	-16%	.	11%	-19%	.	29%
O=C(c1ccccc1F)c1cn(CC(=O)N2CCCC2)c2ccccc12	3	?	-11%	-7%	10%	-3%	?	14%	?
O=C1NC(=S)N(c2ccccc2)C(=O)/C1=C/c1ccco1	?	?	?	0.79µM*	-7%[0.501 µM]	7.9µM*	3.2µM*	20µM*	2.8µM*
C=CC[C@@H](CC(=O)N[C@H](CO)Cc1ccccc1)C(=O)NCCOC(=O)[C@@H](CC=C)Cc1ccc(F)cc1	1	8%	?	-24%	.	-5%	-14%	.	22%
COCCOC(=O)c1c(C)n(C)c2ccc(OC(=O)N(C)C)cc12	4	-11%	-10%	-16%	19%[59 µM]	?	-7%	8%	25%
O=c1[nH]c(=O)n(Cc2ccc(F)cc2)c(O)c1C=NCc1cccnc1	9	13%	0%	-2%	5%	0%	-18%	-9%	10%
Cc1cc(C)n(CCOC(=O)C2C(C=C(Cl)Cl)C2(C)C)n1 (stereo not drawn)	0	4%	1%	-11%	-2%[12.7 µM]	-6%	21%	10%	41%[activator]
Cc1ccc(CS(=O)(=O)CCC(=O)N2CCC3(CC2)OCCO3)cc1	5	2%	7%	-14%	18%[12.7 µM]	i	-4%	13%	40%[activator]
CC(CCC(=O)O)C1CCC2C3CCC4C[C@H](O)CCC4(C)C3CC(=O)C12C (stereo partly drawn)	3	-14%	?	-6%	4%	-2%	-10%	-5%	33%
Cc1ccc(CC2C(=O)N(C)C(=O)N(C)C2=O)s1	0	21%	9%	3%	7.9µM*	0%	-27%	-3%	8%
CSCc1nnc2n1-c1ccc(Cl)cc1C(c1ccccc1)=NC2	-2	14%	-13%	-5%	14%[59 µM]	6%	-4%	-5%	24%
COc1ccc(OC(=O)N(C)C[C@@H]2OCc3cnnn3CCCC(=O)N([C@@H](C)CO)C[C@H]2C)cc1	1	1%	.	-8%	.	-6%	.	.	.
Cc1cccc(-n2c(/C=C/c3ccc([N+](=O)[O-])o3)nc3ccccc3c2=O)c1	8	4%	?	?	?	-7%	-27%	?	2%
CCCC1CCCCC12C(=O)NC(=O)NC2=O (stereo not drawn)	1	2%	3%	-19%	.	-5%	-4%	.	35%
Cc1cccc(OP(N)(=O)Oc2cccc(C)c2)c1	0	3%	3%	-11%	2%	-2%	8%	0%	32%
O=C(c1ccc(C(F)(F)F)cc1)C1CCCN(Cc2ccc(CO)o2)C1 (stereo not drawn)	0	3%	7%	-16%	.	-9%	-7%	-6%	6%
COc1ccc(N2C(=O)CC(N3CCC(n4c(=O)[nH]c5ccccc54)CC3)C2=O)cc1 (stereo not drawn)	-3	1%	-3%	-12%	40µM*	-5%	-6%	3%	56%
CCOC(=O)C1=C(N)OC(C)=C(C(=O)OCCOC)C12C(=O)Nc1ccccc12 (stereo not drawn)	-1	-12%	-5%	-12%	19%[59 µM]	-9%	-16%	-4%	32%[activator]
Cn1c(O)c(/C=N/N2CCOCC2)c(=O)n(-c2ccccc2)c1=S	-4	0%	0%	-6%	-39%	-9%	-24%	-17%	16%
O=C(NCC(c1cccnc1)N1CCOCC1)Oc1ccccc1 (stereo not drawn)	6	-5%	3%	4%	15%[59 µM]	-7%	-10%	8%	37%
Cc1cccc(OP(=O)(Nc2ccc(F)cc2)Oc2cccc(C)c2)c1	1	-10%	0%	?	14%	-2%	10%	0%	87%[activator]
CCCn1nc2ccccc2c1P(=O)(N1CCOCC1)N1CCOCC1	-1	-6%	5%	-23%	-9%	3%	-17%	0%	43%[activator]
COc1ccc2nc(NC(=O)CCc3nc(C4=CCN(C)CC4)no3)sc2c1	3	-2%	-2%	-15%	2%[59 µM]	1%	-13%	?	37%[activator]
N#CC(C#N)=C(N)c1cccnc1	2	-8%	-4%	-1%	26%	-2%	8%	-17%	32%
CC(OC(=O)c1cn(C)c2ccccc12)C(=O)N1CCCC1 (stereo not drawn)	0	5%	-1%	-6%	-26%[2.33 µM]	1%	-1%	-13%	22%
NC1=C(Br)C(=O)c2ccccc2C1=O	-18	24%	-8%	-17%	50µM*	-10%	-35%	?	-10%
Cc1ccc(N2C(=O)NC(=O)/C(=C\c3cccn3C(C)(C)C)C2=O)cc1	-17	-4%	40%[activator]	-10%	?	.	-16%	-1%	42%[activator]
O=C(Nc1nc(-c2ccccc2)c(-c2ccccc2)s1)c1ccc(S(=O)(=O)N(CCCl)CCCl)cc1	5	7%	-7%	-5%	25%[59 µM]	9%	-12%	0%	29%
Cc1nc2cc(C(=O)N3CCC4(CC3)OCCO4)ccc2n1-c1ccc(Br)cc1	1	-3%	3%	-23%	3%[59 µM]	3%	-3%	3%	22%
Cn1c(O)c(/C=C2\N=c3ccccc3=C2CCNC(=S)NC2CC2)c(=O)n(C)c1=O	-7	-16%	2%	-22%	-116%[59 µM]	5%	-13%	?	11%

Entries of single compounds, looked up by structure:
Shown for Cc1cccc(OP(N)(=O)Oc2cccc(C)c2)c1 = PI4K2A block = 0; GLS inhibitor = 3%; Pin1 inh = 3%; Pol eta inh = -11%; G9a inh = 2%; PGK inhibitor = -2%; JMJD2A Tudor inh = 8%; BAZ2B inh = 0%; HP1b binding inh = 32%
Shown for Cc1cccc(OP(=O)(Nc2ccc(F)cc2)Oc2cccc(C)c2)c1 = PI4K2A block = 1; GLS inhibitor = -10%; Pin1 inh = 0%; Pol eta inh = ?; G9a inh = 14%; PGK inhibitor = -2%; JMJD2A Tudor inh = 10%; BAZ2B inh = 0%; HP1b binding inh = 87%[activator]

Compound activity: PubChem BioAssay, National Center for Advancing Translational Sciences (NCATS)

Only part of the results is shown. The share of hits here may be higher or lower than overall.
